PDI turbidity – blocks human protein disulfide isomerase activity | AID 588391 | PDI insulin aggregation turbidity, A650, 90 min | hit rate 0.052% among 350,000 | P07237 | inhibition, % at 10 µM;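 active = mean inhibition across replicates of 30% or more, whatever share of single replicates reach that level; inconclusive = mean inhibition below 30% while every single replicate reaches 30%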;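 also: absorbance from insulin aggregation driven by PDI reduction with DTT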
Target sequence (P07237 whole entry, looked up): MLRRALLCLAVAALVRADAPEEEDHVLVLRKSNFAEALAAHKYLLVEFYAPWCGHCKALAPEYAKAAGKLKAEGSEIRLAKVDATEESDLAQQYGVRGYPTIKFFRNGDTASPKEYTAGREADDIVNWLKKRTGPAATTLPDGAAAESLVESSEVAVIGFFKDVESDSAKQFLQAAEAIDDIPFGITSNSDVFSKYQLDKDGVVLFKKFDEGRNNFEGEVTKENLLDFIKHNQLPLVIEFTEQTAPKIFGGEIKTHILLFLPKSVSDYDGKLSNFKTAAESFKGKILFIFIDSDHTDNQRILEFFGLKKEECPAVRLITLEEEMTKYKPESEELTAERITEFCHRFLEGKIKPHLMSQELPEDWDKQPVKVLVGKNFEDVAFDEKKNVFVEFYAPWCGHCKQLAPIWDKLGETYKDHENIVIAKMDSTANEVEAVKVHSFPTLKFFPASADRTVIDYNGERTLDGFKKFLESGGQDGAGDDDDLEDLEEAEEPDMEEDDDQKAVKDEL
Shn3 3UTR inh – reduces Shn3 3'UTR luciferase signal in osteoblasts | Clone20 osteoblast Shn3 3'UTR firefly luciferase, 24 h | inhibition, % at 12.5 µM | hit rate 0.52% among 360,000 | AID 588674;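 active = mean inhibition of at least 75% with every replicate also reaching 75%; inconclusive = mean inhibition at least 75% but some replicate below; inactive = mean inhibition below 75%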;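 also: 0% = median of neutral control wells and 100% = pilot-screen positive control compound; some compounds past the cut are filed as inactive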
NR2E3 ag-1 – activates human photoreceptor nuclear receptor NR2E3. Q9Y5X4. GST-NR2E3/biotin-RetCOR TR-FRET, 1536-well. AID 2300. hit rate 0.12% among 320,000. inhibition of corepressor binding, % at 4.78 µM;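 active = percent inhibition above the cutoff of mean plus 3 SD of all tested compounds, set per screening campaign, cut at about 20% in these data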;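 also: 0% = DMSO wells and 100% = biotin wells as full block of FRET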
Target sequence (Q9Y5X4 whole entry, looked up): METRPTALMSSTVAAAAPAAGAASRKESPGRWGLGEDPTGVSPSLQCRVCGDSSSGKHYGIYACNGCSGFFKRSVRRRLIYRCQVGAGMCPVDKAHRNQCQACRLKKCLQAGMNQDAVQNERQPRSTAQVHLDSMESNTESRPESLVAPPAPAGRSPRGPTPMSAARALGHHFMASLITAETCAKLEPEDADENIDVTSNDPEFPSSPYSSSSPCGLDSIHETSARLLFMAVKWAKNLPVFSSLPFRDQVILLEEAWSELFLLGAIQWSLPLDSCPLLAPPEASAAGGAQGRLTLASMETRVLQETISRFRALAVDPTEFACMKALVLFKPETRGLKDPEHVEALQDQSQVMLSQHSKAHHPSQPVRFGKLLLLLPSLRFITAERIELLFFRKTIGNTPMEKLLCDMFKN
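Test system – NR2E3–RetCOR corepressor complex · Quantity – NR2E3 fusion 1.35 nM · Buffer or medium – Tris pH 7.5 · Incubation – Compound–protein incubation for 5 h at 4 °C · Technique – TR-FRET, Eu(K)-anti-GST donor, streptavidin-D2 acceptor, ex 340, em 617/671 nm · Evaluation – percent inhibition of 671/617 nm emission ratio versus biotin and DMSO controls · Plate – 1536-well format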
NR2E3 ag-2 – agonists of human NR2E3 nuclear receptor; hit rate 0.35% among 360,000; inhibition of corepressor binding, % at 3.98 µM; CHO-S Gal4-NCOR/VP16-NR2E3 two-hybrid, luciferase; AID 602229; Q9Y5X4;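 active = inhibition above the mean of all tested compounds plus 3 SD, cut at about 70% in these data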;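 also: 0% = DMSO with NR2E3 transfected cells and 100% = cells lacking NR2E3 construct; higher means lower luciferase signal from less NR2E3 corepressor binding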
Cardio protect – modulators protecting cardiomyocytes from myocardial damage. hit rate 0.63% among 360,000. AID 588492. H9c2 cardiomyocytes, H2O2 injury protection, ATPLite, 2 h. protection from H2O2 cell death, % at 20 µM;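 active = compounds giving at least 50% protection of heart cells from peroxide-induced death in the single-dose screen, raw or plate-pattern-corrected value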;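 also: 0% = DMSO wells with peroxide and 100% = DMSO wells without peroxide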
Peg3 promoter – Peg3 promoter activity inhibition | HeLa PEG-Prom luciferase reporter, luminescence, overnight | inhibition, % at 20 µM | hit rate 1.7% among 360,000 | AID 588405;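 active = inhibition of at least 50% at 20 µM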
CaV13 ICDI inh – Primary screen for inhibitors of IQ motif and Ca2+-dependent inactivation inhibitor domain binding in CACNA1D, Förster resonance energy transfer in living cells, …; HEK cells, CFP/YFP FRET ICDI-IQ, plate reader, 10 min; percent FRET-ratio fall versus neutral wells; inhibition, % at 12.3 µM; hit rate 0.098% among 340,000;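 active = mean replicate inhibition of at least 30% and at least 1% of replicates passing that level; inconclusive = only one of the two criteria is met; inactive = neither criterion is met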;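 also: 0% = median of the neutral control wells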
iPSC survival up – hiPSC single-cell survival enhancement; hit rate 0.044% among 360,000; AID 602274; survival enhancement, % at 20 µM; ATPlite luminescence; 100% = ROCK inhibitor wells, 0% = DMSO; in the data active = survival enhancement above about 18%;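 also: cells exposed to compounds for 16 hours before the ATP read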
m5-HT2A agonist – agonists of mouse serotonin 5-HT2A receptor (HTR2A) | P35363 | CHO-K1 mHTR2A beta-arrestin complementation, luminescence; percent of 30 µM serotonin response | hit rate 0.66% among 360,000 | activation, % at 7.6 µM;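 active = activation above a run cutoff, the mean activation of all tested compounds plus 3 SD, cut at about 14% in these data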;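 also: 0% = plate median of compound wells and 100% = 30 µM serotonin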
HIF-2a inh – inhibitors of HIF-2a. 786-0 RCC cells HIF-2a reporter, luciferase luminescence, overnight. inhibition, % at 18.8 µM. hit rate 0.72% among 360,000;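 active = inhibition of the luminescence signal of 40% or more relative to plate controls, in a single-dose primary screen at 18.75 µM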
MITF TRPM1 inh – inhibitors of MITF-driven TRPM1 promoter in melanoma cells; SK-MEL-5 TRPM1 promoter luciferase, 24 h; inhibition, % at 12.5 µM; hit rate 0.83% among 330,000; AID 488899;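 active = mean inhibition across replicates of 60% or more, whatever share of single replicates reaches that level; inconclusive = some that reach 60%, reason not given; inactive = mean inhibition across replicates below 60%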; also: values of inactives mirror those of a sister screen read the other way
An asterisk follows results filed as active; ? = inconclusive; nt = not tested or not shown.

SMILES	PDI turbidity	Shn3 3UTR inh	NR2E3 ag-1	NR2E3 ag-2	Cardio protect	Peg3 promoter	CaV13 ICDI inh	iPSC survival up	m5-HT2A agonist	HIF-2a inh	MITF TRPM1 inh
CC/C(=N/NC(=O)CCC(=O)Nc1ccccc1OC)c1ccccc1	5	-9	-5	0	3	5	-4	0.8	4	13	5
CC(C)CN1CCC(=O)N(CCSc2ccc(Br)cc2)CC1	0	-8	0	8	5	-40	-11	-3.9	-1	-59	-2
COc1ccc(CCn2c(SCC(=O)Nc3cc(C)on3)nc3ccsc3c2=O)cc1OC	4	46	1	4	4	-16	-5	-1.9	3	-4	-15
CCOc1ccc(C(=O)NCC(=O)N2CCN(C/C=C/c3ccccc3)CC2)cc1OCC	-5	6	1	-5	-4	11	-16	-0.4	-9	12	4
COC(=O)Cc1nc2c(N)nc(N)nc2[nH]c1=O	18	-1	nt	-14	-10	2	-5	4.5	1	1	4
Cc1ccc(CNC(=O)COC(=O)c2ccc(Br)cc2)cc1	3	-34	3	4	-2	14	-9	5.0	6	25	1
CCCCNC(=O)C1(C)CCC(=O)N1c1cc(C(C)(C)C)nn1C (stereo not given)	nt	-28	nt	-2	2	3	-9	0.1	0	6	nt
O=C(O)c1cnc(-c2ccccc2)nc1Sc1cccc(Cl)c1	-3	9	1	-1	-8	12	-5	1.8	3	7	0
CCN(C(=O)COC(=O)c1c(NC(C)=O)sc(C)c1C)C1CCS(=O)(=O)C1 (stereo not given)	-6	5	0	-31	2	14	-4	0.0	5	13	11
Cc1nc(NCCc2ccccc2F)c(C#N)c(C)c1[N+](=O)[O-]	-4	2	4	-31	12	-83	nt	-2.5	0	-40	0
CC1CN(C(=O)c2cc3cc(Cl)ccc3[nH]2)CC(C)O1 (stereo not given)	1	3	-1	-14	1	-21	-1	-0.3	0	-44	11
Clc1ccc(/C=N/NC(=Nc2ccccc2)c2ccccn2)c(Cl)c1	2	-18	3	-135	-18	-231	nt	-1.9	4	-230	-16
O=C(Nc1ccccc1Cl)N1CCSc2ccccc21	nt	0	2	-21	-2	-9	-3	2.0	-3	2	nt
CCCc1cc(=O)oc2cc(C)cc(OC(C)C(=O)NCc3ccncc3)c12 (stereo not given)	-5	9	0	22	3	5	-16	-0.5	5	0	1
Cc1ccc(NC(=O)CN(C)C(=O)CCCN2C(=O)c3ccccc3C2=O)cc1	0	-9	-4	1	4	1	-5	10	1	8	1
C=CCC(C(=O)c1ccccc1)[N+](C)(C)CC=C (stereo not given)	-1	7	-2	-28	-1	-3	-3	-1.8	-3	11	-27
COCCCNC(=O)CC1C[C@H](C(=O)N2CCCCC2)[C@@]2(CCc3ccccc3)c3[nH]c4ccccc4c3CCN2C1=O (stereo not given in full)	10	3	nt	-52	6	14	-5	-0.6	2	-1	-2
CCCC(CCC)C(=O)Oc1cc(C)[nH]c(=O)c1[N+](=O)[O-]	0	12	-2	-12	2	15	-7	1.8	2	16	1
CN(C)c1ncnc2c1ccn2C1OC(CO)C(O)C1O (stereo not given)	-1	88*	nt	70	5	8	-7	3.9	-1	44*	4
O=C(CN1CCOc2ccccc21)NCc1ccc(F)cc1	nt	-11	3	0	9	4	-2	1.5	-1	11	3
COc1ccc(CNc2ccc(C)c(C)c2)c(OC)c1OC	-1	3	1	-12	-11	-27	5	-0.9	-4	-40	-4
CCOC(=O)c1cc(-c2nnc(-c3ccc(Oc4ccccc4)cc3)o2)c(C)nc1C	nt	-5	1	-2	15	-9	-5	0.6	0	-1	-5
N#Cc1ccc(C(=O)Nc2ccc3ccccc3c2)cc1	-8	-98	0	-228	-14	-412	-7	0.1	-11	-216	-78
CCn1c(-c2c(Cl)c(C)nn2C)n[nH]c1=S	3	-23	-3	-7	10	5	-20	-2.4	2	19	5
Cn1c2ccccc2c(=O)c2cc(C#CC3(O)CCCCC3)ccc21	8	31	-1	-4	-29	43	20	-3.7	9	11	28
CN(Cc1ccccc1)C(=O)[C@@H]1CCCN1C(=O)[C@@H]1CCCN1C(=O)c1c(F)cccc1F	nt	nt	nt	11	nt	nt	-5	0.1	4	12	nt
CC(C)C[C@@H]1COc2cc(N3CCC[C@H]3CO)ccc2S(=O)(=O)N1	nt	nt	nt	-12	nt	nt	-8	3.0	6	-3	nt
Cc1cc(NCc2ccccn2)n2nc(C)c(-c3ccccc3)c2n1	0	40	-2	5	-4	0	4	0.6	-5	-23	13
COc1ccc(Cc2nc3ccc(C(=O)NC4CCOC4)cc3o2)cc1OC (stereo not given)	-3	21	nt	-22	-13	-8	-5	-0.9	1	-10	nt
O=C(Nc1nc2cc3c(cc2s1)OCCO3)c1ccco1	-7	53	1	-42	-15	66*	-7	-0.6	8	71*	?
CCCc1cc(C(=O)N2CCC(N3CCC(C(=O)NC(C)C)CC3)CC2)n(C)n1	-32	11	0	19	2	13	-8	-0.5	8	12	13
CNc1nc(OCCNC(=O)Nc2ccccc2)nc(N2CCOCC2)n1	22	-3	-3	-5	-1	3	-3	2.4	5	25	-1
O=C(COC(=O)c1cccnc1Cl)c1cccc(Cl)c1	-1	-19	-4	-26	-2	3	-5	-1.3	4	6	-5
CCN(CCO)Cc1csc2ccc(Cl)cc12	-1	-35	3	-5	-1	13	-4	-1.2	-1	10	8
CCOc1ccccc1CN1CCNC(=O)C1CC(=O)NCc1cc(C)n(C)n1 (stereo not given)	8	-5	3	18	3	-6	-3	-0.1	-5	-1	-6
CCOC(=O)c1cnc(-n2nc(C)cc2C)nc1NNc1nc(-c2ccccc2)cc(-c2ccccc2)n1	3	92*	-2	-9	37	41	nt	0.0	8	18	62*
COc1ccc(/C=N/Nc2cn[nH]c(=O)c2Cl)cc1	-6	-55	4	-67	-8	-157	-6	-1.6	-1	-220	13
CC1CCCCC1NC(=O)CN1CCC(O)(c2ccc(F)cc2)CC1 (stereo not given)	-7	15	6	-12	8	12	-6	-0.5	0	-7	13
CCOc1cc(C)c(Cl)cc1S(=O)(=O)N1CCCC1	-8	3	3	-16	-4	17	-5	1.6	2	5	1
Cc1ccc(NC(=O)CCC(=O)NNC(=O)COc2ccc([N+](=O)[O-])cc2)cc1C	-1	4	0	-19	3	6	nt	-0.4	-5	6	14
CCCCOP(=O)(c1ccc(N(C)C)cc1)C(Nc1ccccc1)c1ccccc1 (stereo not given)	-7	78	2	3	-8	29	-5	-1.7	2	17	10
O=C(Nc1nnc(-c2ccccc2F)s1)c1cccnc1	-3	-100	1	-13	-8	-241	-1	0.6	-2	-303	-47
CCCCCCC1CC(CCC(=O)Nc2ccc([N+](=O)[O-])cc2)C(=O)O1 (stereo not given)	-5	1	-3	4	0	11	nt	-1.4	-2	20	4
CSc1c(CC(=O)NCCO)n(C)c2ccccc12	3	-4	2	24	8	21	-2	-2.0	-7	10	0
COc1cc(C(=O)c2cc3c(cc2C)OCO3)cc(OC)c1OC	nt	20	nt	35	-2	-71	-4	0.0	3	5	nt
CC1CC(=O)Nc2ccccc2N1C(=O)Nc1ccccc1 (stereo not given)	-10	-50	0	-16	-1	11	0	-0.4	-1	10	-18
CCN1CCN(C(=O)C2CCN(c3nnc(-n4c(C)ccc4C)s3)CC2)CC1	nt	-25	3	-6	0	8	-2	0.0	3	1	7
CCS(=O)(=O)N1CCN(c2ccc([N+](=O)[O-])c(NCC3CCCO3)c2)CC1 (stereo not given)	-1	4	-1	-3	-7	10	-5	5.0	2	18	-7
Cc1n[nH]c(C)c1S(=O)(=O)N1CCCC(C(=O)N2CCN(c3ccc(Cl)cc3)CC2)C1 (stereo not given)	-2	41	3	13	-10	27	-4	-1.0	3	29	24
CC(=O)Nc1ccc(/C(C)=N/Nc2nc(Nc3ccccc3)nc(N3CCOCC3)n2)cc1	4	42	1	28	40	-12	-4	-2.8	-4	-11	-85

Continuation:
SMILES	PDI turbidity	Shn3 3UTR inh	NR2E3 ag-1	NR2E3 ag-2	Cardio protect	Peg3 promoter	CaV13 ICDI inh	iPSC survival up	m5-HT2A agonist	HIF-2a inh	MITF TRPM1 inh
Nc1ncc(-c2ccccc2)c(-c2ccc(OCc3ccccc3)cc2O)n1	-4	8	1	-8	-13	3	9	-0.7	3	9	-12
COCC(=O)N1CCC(Oc2ccc(C(=O)NC(C)c3nc(C)sc3C)cc2)CC1 (stereo not given)	-6	6	0	4	-3	-19	-2	-0.3	-2	-16	4
O=C(Nc1c(C(=O)N2CCN(c3ccccn3)CC2)oc2ccccc12)c1ccc([N+](=O)[O-])cc1	-1	-9	-1	8	0	-3	-7	-0.7	3	-33	-9
Cc1cccc(C)c1NC(=O)CCCN1CC(C)OC(C)C1 (stereo not given)	10	-21	4	-25	7	10	nt	-0.7	3	21	4
COc1ccccc1C(=O)COC(=O)c1cnc(C)cn1	-5	10	1	22	-4	5	-7	-0.4	-5	2	12
COc1ccc(Cc2nnc(NC(=O)CS(=O)(=O)c3ccccc3)s2)cc1OC	4	-13	3	-5	-1	-7	-4	0.0	-6	-1	0
CCOC(=O)c1cnc(SCC(=O)N2CCC(C(N)=O)CC2)nc1N	-11	8	2	-7	4	6	5	-0.1	2	3	-9
COc1ccc(NC(=O)NN(C(=O)c2ccccc2)C(C)(C)C)cc1	-11	-12	-2	-16	-1	6	-4	0.6	-3	13	1
O=C(c1cccc(C(F)(F)F)c1)N(c1ccccn1)C1CCCCC1	-4	9	1	-1	-5	24	-4	2.6	-2	15	0
CC(=O)Nc1ccc(C2=NN(Cc3nnc(-c4ccccc4)o3)C(=O)SC2)cc1	3	-8	-1	-38	5	-14	-5	1.6	-6	-6	0
CC(=O)Nc1ccc(S(=O)(=O)NCC(=O)OCC(=O)N2CCCc3ccccc32)cc1	11	-1	1	-14	1	-8	-15	2.1	1	15	1
COc1ccccc1NS(=O)(=O)c1ccc(NC(=O)CCNC(=O)c2ccco2)cc1	-2	-19	-2	-16	1	9	-5	-1.2	1	-1	0
Cc1onc(-c2c(Cl)cccc2Cl)c1/C(N)=N/OC(=O)C(C)(C)C	-3	13	0	-6	3	7	7	1.3	-1	20	1
COc1nc(OC)nc(Oc2ccc([N+](=O)[O-])cc2Cl)n1	5	-4	-3	-16	8	-1	-5	0.0	7	9	4
Cc1ccccc1CNCc1ccc2c(c1)OCO2	7	-17	nt	6	1	-9	-20	0.9	-4	-8	-7
